From PubChem
IDE cell inh: inhibits human insulin-degrading enzyme in HEK cells | FAbetaB cleavage, fluorescence polarization | inhibition, % at 5.59 µM | 0.41% of 320,000 active | AID 434962;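 active means percent inhibition above the average of all tested compounds plus 3 SD, set per screening campaign, cut at about 16% in these data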;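 further: IDE supplied by intact live HEK cells; FP after avidin binding of uncleaved biotin substrate so inhibition keeps polarization high; 0% = DMSO wells and 100% = 60 µM reference IDE inhibitor Ii1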
p-CIP stab down: compounds decreasing mouse p/CIP protein stability. F442A p/CIP-EGFP cells, EGFP fluorescence, 16 h. Q05BA5. 0.01% of 290,000 active. AID 1984. decrease of EGFP signal, % at 10 µM;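 active means EGFP signal decrease of at least 30% at 10 µM or well 3 SD below plate mean, unless failing retest; inactive means the rest, including hits failing retest or dose response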; further: some compounds called inactive have numbers as strong as hits; many of its hits are not listed in these tables
HCV NS3 hel inh: HCV NS3 helicase inhibition; NS3 helicase DNA unwinding, Cy5 molecular beacon fluorescence; inhibition, % at 10.9 µM; 0.56% of 290,000 active; AID 1800;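 active means inhibition above the mean of all tested compounds plus 3 SD, set per campaign, cut at about 35% in these data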;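 further: 0% = DMSO wells and 100% = thioflavine S control wells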
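test system = hepatitis C virus NS3 helicase domain fragment enzyme | reagent = annealed dual-labelled DNA beacon duplex, ATP-started | times = 1 h at 25 °C | detection = Cy5 fluorescence, 0 and 60 min reads | read-out basis = percent inhibition from t60/t0 fluorescence ratio | control set = DMSO and thioflavine S | replication = one well per compound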
IMP-1 inh: inhibitors of Pseudomonas aeruginosa IMP-1 metallo-beta-lactamase | inhibition, % at 5.6 µM | 0.45% of 290,000 active | purified IMP-1, nitrocefin hydrolysis, epi-absorbance fluorescence | AID 1556;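 active means inhibition above the mean plus 3 SD of all compounds in the same screening run, cut at about 4.5% in these data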;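 further: 0% = IMP-1 with DMSO and 100% = DMSO wells lacking enzyme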
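System: Purified IMP-1 | Read-out basis: Percent enzyme inhibition | Controls: IMP-1 with DMSO as 0%, enzyme-free DMSO as 100% | Replicates: One well per compound | Doses: 5.6 µM nominal single concentration | Detection: Epi-absorbance fluorescence, 480 nm excitation, 530 nm emission | Incubation: 25 °C, 15 min preincubation, 25 min reaction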
SUMO HTRF inh: blocks human SUMOylation mediated by UBC9; P63279; HTRF SUMOylation assay, SAE1/SAE2 + UBC9, in vitro; inhibition, % at 35 µM; 0.36% of 290,000 active; AID 2006; in the data active means inhibition above about 50%, passing the limit was not always enough; further: strong numbers were not always called active
Target sequence (P63279 whole entry, looked up): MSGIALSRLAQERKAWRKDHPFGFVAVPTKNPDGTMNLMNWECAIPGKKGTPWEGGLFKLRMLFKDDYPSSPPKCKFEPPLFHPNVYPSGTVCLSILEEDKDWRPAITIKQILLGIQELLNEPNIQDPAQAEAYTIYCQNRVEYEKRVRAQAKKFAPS
IDE act: IDE (human) activation, cell-based; HEK cells, FAbeta-B cleavage, fluorescence polarization; 0% vehicle, 100% cell-free pure enzyme wells; P14735; activation, % at 5.96 µM; 0.073% of 340,000 active;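 active means activation above the mean of all tested compounds plus 3 SD, set per screening campaign, cut at about 17% in these data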
M18AAP inhibitor: PfM18AAP enzyme inhibition; recombinant PfM18AAP, H-Glu-NHMec fluorogenic cleavage; inhibition, % at 7.35 µM; 1.2% of 290,000 active; AID 1822;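 active means inhibition above the campaign mean inhibition over all tested compounds plus 3 SD, cut at about 28% in these data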;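 further: 0% = plate median of test compound wells and 100% = 2 mM ZnCl2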
FID counter: fluorescent intercalator displacement, NS3 helicase counter-screen; AID 1845; 0.17% of 290,000 active; DNA fluorescent intercalator displacement, fluorescence; inhibition, % at 7.9 µM; in the data active means inhibition above about 37%;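 further: 0% = vehicle and 100% = reference compound; higher means more ethidium bromide displaced from hairpin DNA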
VIM-2 inhibitor: inhibitors of Pseudomonas aeruginosa VIM-2 metallo-beta-lactamase; 0.89% of 290,000 active; inhibition, % at 5.6 µM; AID 1527; purified VIM-2, nitrocefin hydrolysis, epi-absorbance fluorescence;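 active means inhibition above the mean of all tested compounds plus 3 SD, cutoff set per screening run, cut at about 7.5% in these data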;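 further: red hydrolysis product quenches plate fluorescence so inhibitors raise well fluorescence; 0% = enzyme with DMSO and 100% = DMSO without enzyme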
Active calls of the source: *; x = no result given.

Second line of a record – IDE cell inh	p-CIP stab down	HCV NS3 hel inh	IMP-1 inh	SUMO HTRF inh	IDE act	M18AAP inhibitor	FID counter	VIM-2 inhibitor
> O=[N+]([O-])c1cccc(-c2ccc(/C=N/n3c(-c4ccccc4)n[nH]c3=S)o2)c1
  -4.2	8.8	11.0	0.1	-8.4	2.3	3.7	3.1	-1.6
> CCN(c1cccc(C)c1)S(=O)(=O)c1nnc(NC(=O)c2ccco2)s1
  9.7	-6.7	7.5	-3.5	16.2	-1.2	12.0	-32.8	-2.3
> O=C(CNC(=O)c1ccccc1)NCCO
  -0.2	-7.6	6.6	-2.4	5.8	1.7	5.1	-6.4	-0.6
> O=C(O)c1cc(-c2ccc(Cl)cc2)n[nH]1
  2.4	-8.3	-6.9	-0.5	4.5	3.9	-11.8	-1.7	-0.8
> CCN(CC)c1ccc(NC(=O)c2cncc(Br)c2)cc1
  2.1	-2.8	1.3	-6.5	-8.6	1.4	-0.5	0.8	-2.6
> CCOC(=O)C1=c2s/c(=C\c3cccnc3)c(=O)n2C(N)=C(C(=O)OC)C1c1cccnc1 (configuration not stated)
  -5.6	-5.5	-3.0	-4.4	-5.8	-3.0	-0.1	-22.6	-5.1
> Cn1c(=O)c2c(nc(CN3CCCCC3)n2CCc2ccccc2)n(C)c1=O
  -4.2	2.3	1.0	-1.0	10.5	4.5	2.6	-3.5	0.3
> Cc1ccc(NC(=S)N(CCN(C)C)C(C)c2cccnc2)c(C)c1 (configuration not stated)
  -5.8	-5.5	6.0	-1.7	11.0	6.7	0.3	0.6	-3.5
> Cc1nnc(SCC(=O)NCc2ccccc2)n1-c1ccccc1
  -1.8	12.0	8.6	-2.0	4.0	-1.5	0.7	-7.5	-0.9
> CC(C)C[C@@H](CN=[N+]=[N-])N1CCN(CC(C)C)CCC1=O
  -0.4	-6.8	-5.0	-0.1	4.2	-0.8	1.4	-10.2	-1.5
> Fc1ccc(C2=Nc3cccc4cccc(c34)N2)cc1
  -8.2	13.0	-5.2	-2.3	1.7	3.9	-12.3	0.1	0.1
> CC(=O)c1c(C)[nH]c(C(=O)Nc2ccc(C)c(S(=O)(=O)N(C)C)c2)c1C
  -4.5	7.1	0.8	-1.4	-0.4	-1.5	2.9	-1.3	-1.6
> COc1ccc(-n2nnnc2SCC(=O)c2ccc3c(c2)OCCO3)c(OC)c1
  1.5	-2.5	-2.4	-1.4	10.1	-2.7	-1.9	-4.2	-1.6
> COc1cc(OC)c(C2=NOC(C(=O)N3CCN(C(=O)c4ccco4)CC3)C2)cc1Cl (configuration not stated)
  -3.5	-6.3	-4.8	-0.3	-1.1	2.7	-6.6	-23.6	-1.3
> CC(=O)NC(Cc1ccc(F)cc1)C(=O)NC1CCN(c2nnnn2-c2ccccc2)CC1 (configuration not stated)
  5.5	1.3	-11.5	-2.9	21.3	-4.5	-7.8	-26.4	-2.8
> CCOc1ccc(C2C(C(=O)O)c3ccccc3C(=O)N2CCN2CCOCC2)cc1 (configuration not stated)
  2.2	19.6	-1.6	-3.4	8.2	4.1	-5.8	-7.4	0.7
> OCC1(Cc2ccccc2F)CCCN(Cc2c(F)ccc(F)c2F)C1 (configuration not stated)
  0.1	1.4	-0.9	-1.0	-3.0	2.0	0.1	-12.0	-1.6
> Cc1ccc(N(C(=O)Cc2c[nH]c3ccccc23)C(C(=O)NC2CCCCC2)c2ccco2)cc1 (configuration not stated)
  1.0	-12.0	-12.8	0.2	-14.4	5.2	-4.7	-24.3	-0.2
> COC(=O)c1c(NC(=O)CN2CCN(S(=O)(=O)c3ccccc3[N+](=O)[O-])CC2)sc2c1CCC(C)C2 (configuration not stated)
  0.7	-5.6	1.2	-3.6	5.8	2.7	0.7	0.3	-4.8
> Cc1cccc(N=CC=C2OC(C)(C)C(C)(C)O2)c1
  -0.9	-12.3	-4.1	-4.3	-6.0	-0.6	4.9	-15.0	-5.1

The closing two entries of the section above open the next one.
Second line of a record – IDE cell inh	p-CIP stab down	HCV NS3 hel inh	IMP-1 inh	SUMO HTRF inh	IDE act	M18AAP inhibitor	FID counter	VIM-2 inhibitor
> COC(=O)c1c(NC(=O)CN2CCN(S(=O)(=O)c3ccccc3[N+](=O)[O-])CC2)sc2c1CCC(C)C2 (configuration not stated)
  0.7	-5.6	1.2	-3.6	5.8	2.7	0.7	0.3	-4.8
> Cc1cccc(N=CC=C2OC(C)(C)C(C)(C)O2)c1
  -0.9	-12.3	-4.1	-4.3	-6.0	-0.6	4.9	-15.0	-5.1
> Cc1ccc(NNC(=O)c2ccno2)cc1Cl
  -0.7	-13.3	30.0	-3.2	11.3	-1.9	17.4	-7.5	-0.2
> CC(C)CCNC(=O)Cc1ccccc1[N+](=O)[O-]
  3.8	14.3	1.8	-2.5	-12.0	4.4	4.0	1.2	-5.3
> CCCOC(=O)CSc1nc(N)c(C#N)c(CC)c1C#N
  3.2	-3.3	-5.4	-5.4	-0.7	0.6	-4.7	-6.5	0.0
> COc1ccc(-n2nnnc2-c2cnc3cc4c(cc3c2C)OCO4)cc1
  -8.0	-16.5	0.4	-3.4	-7.5	-1.9	-2.4	-3.9	-3.9
> CCOC(=O)C1=C(N)OC2=C(C(=O)CCC2)C1c1cccs1 (configuration not stated)
  -2.2	-38.0	1.5	-2.4	-3.8	2.6	-0.9	0.2	-1.1
> COC(=O)C1=C(C(=O)OC)C2(OC1c1ccc(Br)cc1)C(=O)c1ccccc1C2=O (configuration not stated)
  -4.3	9.7	26.7	-0.7	1.9	-1.6	7.8	-29.3	-1.3
> O=C(CSc1nc2ccccc2[nH]1)N/N=C/c1ccco1
  -0.9	-9.2	-4.2	-3.6	11.5	-2.1	3.4	-6.1	-2.7
> COc1ccc(OCc2nn3c(-c4ccccn4)nnc3s2)cc1
  -7.8	-20.8	-1.0	-1.2	10.0	-0.2	-4.0	-14.2	3.6
> CCCC(NCC(O)COc1ccc(-c2ccccc2)cc1)c1ccccc1 (configuration not stated)
  -0.9	16.5	-72.6	-2.3	6.5	-2.0	-9.6	40.8*	-0.4
> O=C(CN1C(=O)NC2(CCCC2)C1=O)Nc1cc(Cl)ccc1N1CCCCC1
  2.2	0.3	-7.8	-4.3	-10.7	1.9	0.3	-34.7	-2.7
> COc1ccc(Sc2cnn(-c3ccccc3)c(=O)c2Cl)cc1
  11.8	3.8	9.1	-2.6	-23.3	2.4	-5.7	-6.2	-6.3
> O=C(NCc1ccco1)c1c(F)cccc1Cl
  2.4	0.8	-23.0	-2.4	4.4	-0.1	3.3	-3.0	-3.3
> CC1CN(c2ncnc3c2c(-c2ccccc2)cn3-c2ccc(F)cc2)CC(C)O1 (configuration not stated)
  0.9	13.4	-2.7	-1.9	-7.9	3.8	3.1	-27.8	-1.3
> COc1ccccc1C(=O)NC(=O)COC(=O)/C(=C/c1ccccc1)NC(C)=O
  0.6	5.7	-5.7	-1.1	16.0	3.9	-1.6	-24.3	-1.9
> O=C(Nc1ccc(F)cc1F)c1ccc(-n2cccn2)c([N+](=O)[O-])c1
  -4.2	-4.3	1.8	-2.1	13.1	3.6	-3.5	0.4	-0.6
> Cc1ccc2nc(Nc3nc(-c4ccccc4)cc(=O)[nH]3)nc(C)c2c1
  5.7	-7.1	0.0	-2.6	-16.7	5.7	2.1	-2.0	-8.0
> CN(C)CCNC(=O)C1CC(=O)N(c2ccc(F)c(Cl)c2)C1 (configuration not stated)
  -0.3	-2.5	-6.5	-1.9	-13.4	5.7	-2.0	0.9	-1.0
> CC(C)N1CCN(Cc2nc3ccccc3s2)CC1CCO (configuration not stated)
  0.6	11.2	15.0	-2.5	4.2	-0.6	-3.2	4.9	-2.1
> Oc1ccc(/C=N/Nc2cc(N3CCOCC3)nc(N3CCOCC3)n2)cc1O
  3.5	-1.2	1.9	-3.5	-8.1	2.5	55.7*	-29.0	-2.4
> O=C(CSC(=S)N1CCOCC1)Nc1nc(=O)c2ccccc2s1
  5.0	-11.1	6.3	-4.6	1.9	x	18.7	-0.6	0.7

Ordered by value in IDE act (high to low): 4 from the list above
Molecule	IDE cell inh	p-CIP stab down	HCV NS3 hel inh	IMP-1 inh	SUMO HTRF inh	IDE act	M18AAP inhibitor	VIM-2 inhibitor
CN(C)CCNC(=O)C1CC(=O)N(c2ccc(F)c(Cl)c2)C1 (configuration not stated)	-0.3	-2.5	-6.5	-1.9	-13.4	5.7	-2.0	-1.0
O=C(Nc1ccc(F)cc1F)c1ccc(-n2cccn2)c([N+](=O)[O-])c1	-4.2	-4.3	1.8	-2.1	13.1	3.6	-3.5	-0.6
Oc1ccc(/C=N/Nc2cc(N3CCOCC3)nc(N3CCOCC3)n2)cc1O	3.5	-1.2	1.9	-3.5	-8.1	2.5	55.7*	-2.4
CC(C)N1CCN(Cc2nc3ccccc3s2)CC1CCO (configuration not stated)	0.6	11.2	15.0	-2.5	4.2	-0.6	-3.2	-2.1

Next section
Second line of a record – IDE cell inh	p-CIP stab down	HCV NS3 hel inh	IMP-1 inh	SUMO HTRF inh	IDE act	M18AAP inhibitor	FID counter	VIM-2 inhibitor
> O=C(OCCCc1ccncc1)c1ccc(S(=O)(=O)N2CCOCC2)cc1
  -2.2	-6.5	-9.3	-4.7	0.7	0.6	-4.9	-10.6	-5.0
> CC(C)(C)CC(=O)Nc1nnc(C(F)(F)F)s1
  5.6	8.5	-0.9	-0.9	-3.7	1.5	2.2	-2.6	0.3
> COc1cc(C2Nc3ccccc3C(=O)N2NS(C)(=O)=O)ccc1O (configuration not stated)
  -3.1	0.2	-3.4	-2.8	3.3	7.5	8.9	0.6	-0.5
> O=C(O)CC(NCc1ccco1)C(=O)Nc1cccc(O)c1 (configuration not stated)
  -4.4	10.1	0.8	-1.0	-11.8	-1.2	0.3	-5.2	0.6
> O=C(COC(=O)CCc1ccc(S(=O)(=O)N2CCCCC2)cc1)Nc1cccc2ccccc12
  0.6	-3.6	3.3	-6.6	0.5	2.1	1.6	-13.2	-3.2
> COc1ccc(C2(c3ccc(OC)cc3)NC(=O)N(CC(=O)Nc3cc(C)ccc3OC)C2=O)cc1
  5.2	-4.8	-15.4	-1.1	-24.5	-4.9	3.7	-38.6	-4.0
> COc1ccccc1NC(=O)C(=O)NCc1ccncc1
  -2.5	6.8	-6.0	-2.5	-11.0	6.7	0.0	-15.5	-3.8
> CNCc1ccccc1Sc1cccc2ccccc12
  -10.1	-1.3	-54.7	-3.4	16.0	7.1	0.8	13.7	-1.2
> CCC(C)NC(=O)C(=O)NCc1ccncc1 (configuration not stated)
  -6.0	25.7	8.1	0.1	4.6	-1.7	6.2	-1.3	3.8
> Cc1nc(N2CCOCC2)[nH]c(=O)c1C
  0.7	3.1	-0.7	-2.7	10.7	6.8	5.3	4.9	-2.1
> CCOC(=O)c1c(C)oc2c1cc(O)c1ccccc12
  5.8	-19.9	11.3	-0.9	24.0	0.4	-4.7	-4.2	4.1
> O=C(N/N=C\c1cccnc1)C1c2ccccc2Oc2ccccc21
  6.7	-4.4	-1.3	-4.7	11.1	-0.4	3.0	-12.0	-0.9
> CCOc1ccc(/C=C2\SC(=S)N(CCCC(=O)NCCCN3CCOCC3)C2=O)cc1
  1.0	-9.8	-71.9	1.6	4.6	0.6	-17.5	20.4	0.9
